# tuberculosis growth – growth inhibition of non-replicating M. tuberculosis (AID 488890); Mycobacterium tuberculosis non-replicating, growth inhibition; higher % means a stronger effect; inhibition, % at 25 µM, or IC50 in µM where a hit was titrated; actives 0.39% (n = 320,000); in the data active means a potency from the dose series; inconclusive means inhibition mostly from about 82% at the one dose, without a potency; inactive means the rest, 99 in 100 with inhibition below about 76%;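 further: plate controls were DMSO cells for no effect and high antibiotic wells for full effect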
# M. tuberculosis HTS – M. tuberculosis growth inhibition, HTS (AID 449762). inhibition, % at 25 µM; hits with a dose series show IC50 in µM. M. tuberculosis H37Rv growth inhibition, 7H9 media; higher % means a stronger effect. actives 0.59% (n = 330,000); in the data active means a potency from the dose series; inconclusive means inhibition above about 70% without an active follow-up result;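 further: bacterial growth assessed after seven days of incubation; strong numbers were not always called active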
# inhibitors of VEEV – inhibitors of VEEV TC-83 cytopathic effect, confirmation, Vero cells (AID 588727); Vero cells, VEEV TC-83 cytopathic effect inhibition; higher % means a stronger effect; inhibition, % at 20 µM; hits with a dose series show IC50 in µM; actives 0.13% (n = 350,000); in the data active means a potency from the dose series; inconclusive means inhibition mostly from about 14% at the one dose, without a potency; inactive means the rest, 99 in 100 with inhibition below about 12%; further: strong numbers were not always called active
# H1N1 NS1A inhibition – H1N1 influenza NS1A inhibitors, functional cell based assay (AID 504329) | NS1A functional cell-based assay, percent inhibition; higher % means a stronger effect | inhibition, % at 12.5 µM; hits with a dose series show IC50 in µM | actives 0.3% (n = 340,000); in the data active means a potency from the dose series; inconclusive means inhibition above about 27% without an active follow-up result; further: strong numbers were not always called active
# PhoP GFP inhibition – Inhibition of PhoP regulon, Salmonella typhi GFP reporter cells, confirmation, 4 h (AID 1850); Salmonella Typhi PhoP-promoter GFP reporter, fluorescence, 4 h; higher % means a stronger effect; inhibition, % at 50 µM; hits with a dose series show IC50 in µM; actives 0.33% (n = 310,000); in the data active means a potency from the dose series; inconclusive means inhibition mostly from about 25% at the one dose, without a potency; inactive means the rest, 99 in 100 with inhibition below about 19%;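 further: 0% = induced wells with vehicle and 100% = uninduced wells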
# inhibitors of VEEV 10K pilot screen – further read-out of inhibitors of VEEV, marked with its call; inhibition, %; measured here: 10K pilot screen inhibition
# Numbers without * were called inactive; i = inactive; ? = inconclusive; nt = not tested or not shown.
SMILES,tuberculosis growth,M. tuberculosis HTS,inhibitors of VEEV,H1N1 NS1A inhibition,PhoP GFP inhibition,others
C#CCOCCOCCOCCNc1nc(N2CCOCC2)nc(N2CCN(C(=O)[C@H]([C@@H](C)CC)n3cc([C@@H](N)Cc4ccc(O)cc4)nn3)CC2)n1,18%,-1%,2.8%,-7%,-7%,
CSc1cccc(N2C(=O)C3CCCN3C2=S)c1 (stereo unspecified),-16%,10%,0.4%,-21%,4%,
Cc1ccc(C)c2c1cc(C)c1nnc(SCC(=O)NCc3ccc4c(c3)OCO4)n12,11%,12%,9.7%,-6%,-5%,
COc1cccc(-c2ccc(=O)n(CC(=O)NCCN3CCOCC3)n2)c1,-8%,-10%,3.1%,-2%,1%,
NS(=O)(=O)c1ccc(CCNC(=O)c2cc([N+](=O)[O-])ccc2N2CCCCC2)cc1,0%,2%,i,-5%,8%,
CC(NC(=O)c1ccc(CS(C)(=O)=O)cc1)c1cccc2ccccc12 (stereo unspecified),6%,-3%,4.0%,-1%,6%,
COc1ccc(-c2nsc(SCC(=O)Nc3cc(C)on3)n2)cc1,?,?,1.3%,-2%,-11%,
C[C@H](CO)NC(=O)[C@H](C)[C@@H]1C[C@@]1(C)[C@@H](NC(=O)OCc1ccccc1)c1ccccc1,6%,0%,1.1%,-7%,2%,
COc1ccc(-c2cn(CCc3c[nH]c4ccccc34)nn2)cc1,1%,2%,i,5%,-5%,
CCc1cc(/C(Cc2cscn2)=N\O)c(O)cc1O,-2%,-9%,2.0%,6%,-1%,inhibitors of VEEV 10K pilot screen=0.7
Nc1c(C(=O)Nc2ccc3c(c2)OCCO3)nnn1Cc1ccccc1,4%,12%,6.3%,-4%,8%,
CCN(CC)S(=O)(=O)c1ccc(N/N=C(\C)c2ccc3c(c2)OCO3)c([N+](=O)[O-])c1,-6%,-2%,i,-5%,-5%,
Nc1nc(CN2CCN(C(c3ccccc3)c3ccccc3)CC2)nc(Nc2ccccc2)n1,56%,13%,3.6%,-4%,7%,
CN(CC(=O)NCc1ccncc1)S(=O)(=O)c1ccccc1,1%,3%,1.6%,-3%,38%,
CCN(c1cccc(C)c1)S(=O)(=O)c1ccc(-c2coc(C)n2)cc1,13%,-2%,3.5%,8%,-9%,
COc1ccc(N2CCN(S(=O)(=O)c3cc4c(cc3C)NC(=O)CO4)CC2)cc1,-16%,-7%,i,-4%,7%,
C/C(CCN1CCc2nc(-c3ccccc3)c(-c3ccccc3)cc2C1)=N\O[C@H](C)c1cn([C@H](CO)Cc2ccccc2)nn1,39%,6%,nt,nt,-4%,
Cc1ccccc1C(=O)NCc1nnc(SCC(=O)N2CCN(c3ccccc3)CC2)n1C,27%,3%,1.0%,0%,6%,
NC(=O)c1c(Br)n(C2OC(CO)C(O)C2O)c2ncnc(N)c12 (stereo unspecified),nt,nt,7.6%,0%,nt,
COc1cc(C(c2sc3nc(C)nn3c2O)N2CCc3ccccc3C2)cc(OC)c1OC (stereo unspecified),17%,3%,1.3%,0%,-4%,
CC1(C)OC(c2ccccc2)=C/C(=C/C=Nc2ccccc2)O1,14%,9%,8.3%,-15%,6%,
Cc1ccc(S(=O)(=O)c2c(C)nn(C(C)(C)C)c2OC(=O)c2ccco2)cc1,3%,5%,0.7%,-4%,8%,
CCOC(=O)N1CCN(C(=S)NC(=O)c2ccnn2C)CC1,14%,-3%,i,-8%,3%,
COc1ccc(C(=O)/C=C/N(C)C)cc1,18%,3%,i,-1%,3%,
O=C(NN1CCOCC1)c1cccc(F)c1,-9%,7%,6.4%,9%,13%,
SMILES,tuberculosis growth,M. tuberculosis HTS,inhibitors of VEEV,H1N1 NS1A inhibition,PhoP GFP inhibition,others
O=C(O)CNS(=O)(=O)c1ccc2c(c1)C(=O)c1cc(S(=O)(=O)NCC(=O)O)ccc1-2,-3%,6%,3.4%,-7%,3%,
COC(=O)c1ccc(-c2c(-c3ccccc3)ncc3cc(F)ccc23)cc1,54%,13%,1.3%,10%,nt,
Cc1ccc(-c2onc(C)c2C)cc1S(=O)(=O)N1CC(C)Oc2ccccc21 (stereo unspecified),28%,2%,3.4%,8%,-4%,
O=C(CCSc1nnc(-c2ccncc2)o1)Nc1ccccc1,26%,nt,1.1%,-2%,-14%,inhibitors of VEEV 10K pilot screen=3.0
C1CCN(CC2CCCCN2)CC1 (stereo unspecified),nt,nt,1.5%,-20%,nt,
CC(C)Cc1nnc(NC(=O)CCC(=O)N2CCN(Cc3ccccc3)CC2)s1,10%,7%,1.1%,-3%,7%,
COc1ccc(NC(=O)c2cc(S(=O)(=O)N3CCCC3)ccc2OC)cc1,17%,4%,0.5%,4%,-22%,
CCOc1ccc(Br)cc1S(=O)(=O)N1CCC(C(N)=O)CC1,5%,0%,0.0%,-1%,1%,
Cc1ccc2nc(SCC(=O)N3CCOCC3)[nH]c2c1,11%,2%,1.4%,4%,-11%,
CCCCCC(=O)Nc1cccc(C2=NOC3(C2)C[C@H](C(N)=O)N(C(=O)CC)C3)c1 (stereo partly specified),-8%,-2%,0.3%,14%,-9%,
COc1ccc(Cn2nnnc2C(C(C)C)N2CCN(c3ccccc3OC)CC2)cc1 (stereo unspecified),21%,1%,4.5%,5%,2%,
CCCN(CC(=O)Nc1ccccc1C)C(=O)c1ccc(S(=O)(=O)N2CCCC2)cc1,-7%,-6%,2.2%,-6%,-5%,
COCc1cc(C)nc(Nc2cc(C)ccc2C)c1C#N,11%,-2%,3.9%,-2%,-5%,
CCN1CCN(Cc2nc3ccc([N+](=O)[O-])cc3c(=O)n2-c2ccc(OC)cc2OC)CC1,-15%,-11%,1.0%,-7%,-7%,
CCCCn1c(SCC(N)=O)nc2sc3c(c2c1=O)CCC3,-15%,-5%,0.0%,-30%,3%,
O=C(CSCc1ccccc1)N1CCN(Cc2ccc3c(c2)OCO3)CC1,-1%,1%,i,1%,4%,
CC1(c2nnc(-c3ccc(F)cc3)o2)CC(c2ccc([N+](=O)[O-])cc2)=NO1 (stereo unspecified),17%,0%,1.7%,11%,3%,
Cc1ccccc1C(=O)NCC(C)NC(=O)c1ccccc1C (stereo unspecified),-9%,-2%,1.5%,14%,0%,
Cc1nc2cc(NS(=O)(=O)c3cccc(F)c3)ccc2s1,16%,4%,1.7%,1%,6%,
COc1ccc(NC(=O)CNS(=O)(=O)c2ccc(Cl)cc2)cc1OC,-2%,3%,i,48%,-5%,
CC(=O)Nc1sc2c(c1C(c1ccccc1)N1CCOCC1)CCCC2 (stereo unspecified),22%,5%,0.9%,3%,8%,
Cc1cc(C)n(C(=O)CNC(=O)c2ccccc2F)n1,-5%,8%,2.2%,-4%,1%,
O=C(c1cccs1)N1CCN(S(=O)(=O)c2cccc(Cl)c2Cl)CC1,nt,nt,7.1%,-3%,nt,
O=C(COC(=O)CCOc1ccccc1)Nc1cc(S(=O)(=O)N2CCCCC2)ccc1Cl,5%,2%,6.8%,10%,1%,
Cc1ccc(-c2nc(SCC(=O)Nc3cc(C)on3)c3c(=O)n(C)c(=O)n(C)c3n2)cc1,0%,-12%,0.5%,-6%,-3%,
SMILES,tuberculosis growth,M. tuberculosis HTS,inhibitors of VEEV,H1N1 NS1A inhibition,PhoP GFP inhibition,others
CCCCn1c(NS(=O)(=O)c2ccc(C)cc2)c(C(=O)OCC)c2nc3ccccc3nc21,35%,4%,0.3%,-15%,-5%,
CC(C)OCCCNC(=O)Cn1ccc2cc(S(=O)(=O)N3CCCCC3)ccc21,12%,-2%,0.3%,11%,5%,
CC(C)(C)NS(=O)(=O)c1ccc(CCC(=O)N2CCCCC2)cc1,7%,3%,3.7%,15%,2%,
CC(C)CNS(=O)(=O)c1ccc(CCC(=O)N2CCC(C(N)=O)CC2)cc1,-11%,-2%,0.8%,2%,-6%,
Cc1csc(C(=O)O)c1-c1c(C)csc1C(=O)O,8%,11%,1.7%,-15%,-3%,
Cc1cccc(NCC(O)Cn2cnc3c2c(=O)n(C)c(=O)n3C)c1 (stereo unspecified),6%,-3%,0.4%,-7%,8%,
Cc1cccc(NC(=O)c2onc3c2CCCC3)n1,8%,1%,i,-10%,-2%,
CCC(CO)N=CC1=C(O)CC(c2ccccc2)CC1=O (stereo unspecified),8%,3%,0.1%,-3%,-5%,
C[N+]12CCC(CC1)C(C(O)(c1ccccc1)c1cccs1)C2 (stereo unspecified),4%,-3%,0.8%,-5%,-1%,
C=C(C)Cn1c(=O)c2c(nc3n2CCN3c2cccc(Cl)c2C)n(C)c1=O,13%,-10%,5.0%,5%,-14%,
OC(COCCC12CC3CC(CC(C3)C1)C2)CN1CCCCC1 (stereo unspecified),35%,2%,0.3%,-4%,-5%,
CN(C)C(CNC(=O)CCc1nc2cc(Cl)ccc2n(Cc2ccccc2)c1=O)c1ccccc1 (stereo unspecified),42%,?,5.6%,4%,3%,
O/N=C1/C(=C\c2ccccc2)N2CCC1CC2,22%,1%,0.6%,0%,-9%,
Cc1cc(OCc2cn(CC(=O)c3ccc(O)cc3)nn2)ccc1[N+](=O)[O-],nt,nt,0.3%,-3%,nt,
CCOc1cccc2sc(N(CCN(CC)CC)C(=O)c3cccc(N4C(=O)CCC4=O)c3)nc12,2%,-5%,0.9%,-5%,2%,
Cc1ccccc1NS(=O)(=O)c1ccc(OCC(=O)NCc2ccccn2)cc1,-22%,-11%,0.6%,-15%,6%,
O=c1cc(-c2ccccc2)nc(N2CCN(Cc3ccc4c(c3)OCO4)CC2)[nH]1,15%,?,2.5%,9%,14%,
OCCOCCn1c(C2CCCN2c2nc(-c3ccc(F)cc3)cs2)nc2cc(Cl)c(Cl)cc21 (stereo unspecified),23%,27%,0.8%,2%,-2%,
NC(=O)C1CCN(CC(=O)NC(=O)NC2CCCC2)CC1,-3%,0%,0.1%,-2%,-1%,
O=C(NCc1ccncc1)c1nc(-c2ccc(C(F)(F)F)cc2)no1,66%,3%,i,1%,2%,
C/C(=N\Nc1nc2ccccc2nc1C)c1ccccc1O,1.6µM*,?,6.4%,4%,11%,
O=C1C(=O)N(CCO)C(c2ccccc2)/C1=C(\O)c1ccccc1 (stereo unspecified),-7%,-1%,1.2%,0%,6%,
O=c1[nH]c(=S)[nH]c(O)c1/C=C1\C=Nc2ccccc21,nt,nt,25%,5%,nt,
CSCCC(NC(=O)c1ccccc1Br)C(=O)Nc1ccc(C)cc1 (stereo unspecified),0%,-1%,0.1%,3%,7%,
CCOC(=O)CSc1nc(=O)n2ccc(C)cc2n1,-7%,-2%,0.8%,-1%,-5%,

# Reprinted from the results shown for reference:
SMILES,tuberculosis growth,M. tuberculosis HTS,inhibitors of VEEV,H1N1 NS1A inhibition,PhoP GFP inhibition,others
C#CCOCCOCCOCCNc1nc(N2CCOCC2)nc(N2CCN(C(=O)[C@H]([C@@H](C)CC)n3cc([C@@H](N)Cc4ccc(O)cc4)nn3)CC2)n1,18%,-1%,2.8%,-7%,-7%,
CSc1cccc(N2C(=O)C3CCCN3C2=S)c1 (stereo unspecified),-16%,10%,0.4%,-21%,4%,
Cc1ccc(C)c2c1cc(C)c1nnc(SCC(=O)NCc3ccc4c(c3)OCO4)n12,11%,12%,9.7%,-6%,-5%,

# (next part)
SMILES,tuberculosis growth,M. tuberculosis HTS,inhibitors of VEEV,H1N1 NS1A inhibition,PhoP GFP inhibition,others
CC(=O)c1ccc(NC(=O)CN2C(=O)/C(=C/C(C)=C/c3ccccc3)SC2=S)cc1,nt,nt,i,0%,nt,
Cc1ccc(N2CC(C(=O)N3CCCCC3)CC2=O)cc1C (stereo unspecified),-3%,-8%,4.2%,-7%,-1%,
NC(N)=NS(=O)(=O)c1ccc(N/C=C\C(=O)c2ccncc2)cc1,34%,10%,i,6%,-3%,
COc1cccc(NC(=O)CN(C)C(=O)c2cc(C)oc2C)c1,7%,-2%,2.9%,-7%,nt,
Cc1ccccc1C(=O)Nc1cccc(C#N)c1,10%,-19%,6.4%,18%,-8%,
COC(CNC(=O)c1ccc2c(c1)ncn2-c1ccc(F)cc1F)OC,1%,1%,0.6%,2%,-5%,
COCCCNC(=O)c1sc2ncn(CC(=O)Nc3ccc(C)c(Cl)c3)c(=O)c2c1C,10%,8%,6.1%,-11%,-7%,
Clc1ccc(SCCOCCN2CCCCC2)cc1,16%,3%,1.9%,18%,7%,
CC(C(=O)NCc1ccccc1Cl)N1C(=O)c2ccccc2C1=O (stereo unspecified),-27%,-8%,i,5%,8%,
COc1ccc(-c2csc(Cc3nc(O)cs3)n2)cc1,1%,6%,1.2%,13%,-8%,
CN(C)C1(CN=Cc2cc(Cl)cc([N+](=O)[O-])c2O)CCCCC1,18%,-3%,1.9%,6%,3%,
CCCCn1c(N)c(N(CC(C)C)C(=O)c2ccc(S(=O)(=O)N3CCCCCC3)cc2)c(=O)[nH]c1=O,0%,-9%,1.2%,-10%,5%,

# Bioassay records (PubChem)

# Not a hit list. About 1.5% of those tested had a hit in this group.
